# GLP-1R agonist: agonists of human GLP-1 receptor | P43220 | HEK293 GLP-1R CRE-luciferase, luminescence, 4-6 h; cells express a hypersensitive GLP-1R form | Potency, µM (highest dose often 45.6 µM), without a hit: top-dose activation, hits mostly activators | 0.007% of 380,000 active | AID 624172; note: % of control where 0% means no effect
# Target sequence (P43220 whole entry, looked up): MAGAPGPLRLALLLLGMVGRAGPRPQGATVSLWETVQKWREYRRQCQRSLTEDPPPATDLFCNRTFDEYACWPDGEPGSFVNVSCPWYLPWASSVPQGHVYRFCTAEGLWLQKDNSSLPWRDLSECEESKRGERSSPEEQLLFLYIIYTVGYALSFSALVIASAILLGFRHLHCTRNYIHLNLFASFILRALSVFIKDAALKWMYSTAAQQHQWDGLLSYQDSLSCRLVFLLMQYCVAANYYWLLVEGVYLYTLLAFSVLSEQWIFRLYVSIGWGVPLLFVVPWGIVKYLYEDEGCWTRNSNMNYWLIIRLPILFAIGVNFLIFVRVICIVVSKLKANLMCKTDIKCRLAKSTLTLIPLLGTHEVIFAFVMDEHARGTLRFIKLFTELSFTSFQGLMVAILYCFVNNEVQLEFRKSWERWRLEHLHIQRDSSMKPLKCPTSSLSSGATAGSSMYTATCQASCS
# GLP1R cytotox: cytotoxic in the GLP-1 receptor inverse agonist counter-screen. HEK293 cAMP-luciferase reporter cells, luminescence, 24 h. Potency, µM (doses to about 38.3 µM), inactives show at the top dose activity change, negative = inhibition, hits mostly inhibitors. 0.13% of 410,000 active;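 note: loss of luciferase light is scored as toxicity; % is set by controls: 0 for no effect and ±100 for the full control effect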
#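 Luminescence readout: signal drop marks cytotoxicity. Plated cells grew 12 h at 37 °C, 5% CO2, received 23 nL compound for 24 h, then got luciferase reagent, read after 12 min at RT.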
# GLP1R inv ag: inverse agonists of human GLP-1 receptor; P43220; 1.6% of 410,000 active; HEK293 GLP-1R CRE-luciferase, luminescence, 24 h; GLP-1R form is constitutively active; Potency, µM (top dose mostly 38.3 µM), without a hit: top-dose activity change, negative = inhibition, actives largely listed as inhibitors; AID 624417; note: % is set by controls: 0 for no effect and ±100 for the full control effect; nearly all actives have a fitted effect of over 55% in size
#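 qHTS in 1536-well format: reporter HEK293 cells expressing constitutive GLP-1R activity in DMEM + 10% Nu serum, 24 hr with compounds at 37 deg C, luminescence read after 12 min with detection reagent.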
# TDP43 rescue: rescues yeast growth from TDP-43 toxicity | 1.8% of 410,000 active | Potency, µM (titrated, usually from 46.1 µM), for the others: at the top dose growth rescue (activation), hits mostly activators | TDP-43 expressing yeast growth rescue, BacTiter-Glo, 24 h | AID 652104; note: % of control where 0% means no effect; nearly all actives have a fitted effect of over 50% in size
#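 Growth rescue of TDP-43-toxic yeast measured as ATP luminescence (BacTiter-Glo). Cells grown to mid-log in raffinose, induced in galactose at OD600=0.02, exposed to compound 24 hr at 30 deg C.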
# SW480 rerep: inducers of DNA re-replication in SW480 colon cancer cells | 1.8% of 340,000 active | Potency, µM (doses to about 46.1 µM), for inactives: at the top dose re-replication activation, most hits filed as activators | SW480 DNA re-replication, Hoechst DNA content imaging, 48 h; note: % of control where 0% means no effect; nearly all actives have a fitted effect of over 55% in size
#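 Cells (250 per well) received 23 nL compound or DMSO by pin tool and were kept 48 hr at 37 C, 5% CO2. Nuclei were then stained with Hoechst for 40 min and scanned for DNA content.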
# Numbers without * were called inactive; ? = inconclusive; · = no result given; & = joins results of further samples; [ ] = another dose, or the depositor's remark. Calls come from the whole dose curve; as a rule, active = well fitted curve in the direction sought with a large enough effect; inconclusive = small, poorly fitted or top-dose-only effect, or another doubt; inactive = no such curve, though single readings can be large; an effect the other way counts as inactive or inconclusive. Potency is the fitted concentration of half-maximal effect. Only part of the results is shown. The share of hits here may be higher or lower than overall.
SMILES,GLP-1R agonist,GLP1R cytotox,GLP1R inv ag,TDP43 rescue,SW480 rerep
CC[C@H]1C[C@H]2[C@@H]3CCC4=CC(=O)CC[C@@H]4[C@H]3CC[C@]2(C)[C@H]1O,0.9%,·,·,·,·
Nc1ccc(Cl)cc1,-4.0%[96 µM],·,·,·,·
COc1ccc2c3c1OC1C(O)C=CC4[C@@H](C2)NCC[C@]314 (stereo partly drawn),-3.0%[96 µM],·,·,·,·
O=C(O)COc1nc(Cl)c(Cl)cc1Cl,16.7%[96 µM],·,·,·,·
COc1ccc2[nH]cc(CCN(C(C)C)C(C)C)c2c1,2.2%[96 µM],·,·,·,·
CCOP(=S)(OCC)SCSc1ccc(Cl)cc1,14.9%,·,·,·,·
CCN(CC)/[N+]([O-])=N/O,-4.6%,·,·,·,·
CCN[C@@H](C)Cc1ccccc1,-4.3%[110 µM],·,·,·,·
C[C@@H]1[C@H](O)[C@@H](C)C=CC=CCCC=CC=CC=CC=C[C@H](O[C@H]2O[C@@H](C)[C@H](O)[C@@H](N)[C@@H]2O)CC2O[C@](O)(C[C@@H](O)[C@H](O)CC[C@@H](O)C[C@@H](O)C[C@@H](O)CC(=O)O[C@H]1C)C[C@H](O)[C@H]2C(=O)O,5.9%,·,·,·,·
CC1(C)C(C=C(Cl)Cl)C1C(=O)OC(C#N)c1cccc(Oc2ccccc2)c1 (stereo not drawn),2.2%,·,·,·,·
CCC(=O)OC1[C@@H](N2CCCCC2)C[C@H]2[C@@H]3CC[C@H]4C[C@H](OC(C)=O)[C@@H](N5CCCCC5)C[C@]4(C)[C@H]3CC[C@]12C (stereo partly drawn),-0.2%,·,·,·,·
CCN(CC)CCc1c[nH]c2ccccc12,-6.5%[147 µM],·,·,·,·
C[C@]12CCC3C(CCC4=CC(=O)CC[C@@H]43)C1CCC2O (stereo partly drawn),4.3%,·,·,·,·
CC1(O)CCC2C3CCC4=CC(=O)CCC4(C)C3(F)C(O)CC21C (stereo not drawn),9.8%,·,·,·,·
CO[C@]12CC[C@@]3(C[C@@H]1[C@](C)(O)C(C)(C)C)[C@@H]1Cc4ccc(O)c5c4[C@@]3(CCN1CC1CC1)[C@H]2O5,-6.7%[96 µM],·,·,·,·
O=C(O)CCCO,-2.3%[110 µM],·,·,·,·
C[C@H]1[C@@H]2Cc3ccc(O)cc3[C@]1(C)CCN2CCc1ccccc1,3.9%[96 µM],·,·,·,·
CCOCCOC(C)=O,-6.9%[96 µM],·,·,·,·
C[C@]12CCC(=O)C=C1CC[C@@H]1[C@H]3CC[C@](C)(O)[C@@]3(C)CC[C@@H]12,11.8%[96 µM],·,·,·,·
CCCCC1C(=O)NC(=O)N(C2CCCCC2)C1=O (stereo not drawn),-5.5%,·,·,·,·
CC(Cc1ccc2c(c1)OCO2)NO (stereo not drawn),0.7%[110 µM],·,·,·,·
CC12CCC(=O)CC1CCC1C2CCC2(C)C1CCC2(C)O (stereo not drawn),-7.4%,·,·,·,·
O=C(N[C@@H]1N=C(c2ccccc2F)c2cccc3c2N(CC3)C1=O)c1cc2ccccc2[nH]1,-7.6%,·,·,·,·
N[C@@H](Cc1cc(Br)c(O)c(Br)c1)C(=O)O,·,·,·,·,-13.4%
Oc1c(Br)cc(Br)cc1Oc1ccc(Br)cc1Br,·,·,·,·,5.0%
CC(=O)OCC1=C(C(=O)O)N2C(=O)[C@@H](N)[C@@H]2SC1,2.2%[19.8 µM],·,·,·,-6.5%[20.6 µM]
Clc1ccc(CC[C@H](Cn2ccnc2)Sc2c(Cl)cccc2Cl)cc1,18.3%[19.8 µM],·,·,·,-3.9%[20.6 µM]
N#CN,5.7%,·,·,·,-6.8%
C[N+](C)(C)CC(=O)[O-],-0.2%,·,·,·,-4.5%
Nc1nc(N)nc(NC2CC2)n1,13.3%,·,·,·,1.0%
CCN(CC)C(=O)N[C@@H]1C[C@@H]2c3cccc4[nH]cc(c34)C[C@H]2N(C)C1,3.3%,·,·,·,-1.4%
CCN(C(C)=O)c1cccc(-c2ccnc3c(C#N)cnn23)c1,17.6%,·,·,·,-9.9%
C[C@]12C/C(=C/O)C(=O)C[C@@H]1CC[C@@H]1[C@@H]2CC[C@@]2(C)[C@H]1CC[C@]2(C)O,8.3%,·,·,·,?
CN1C[C@H](C(=O)N[C@]2(C)O[C@@]3(O)[C@@H]4CCCN4C(=O)[C@H](Cc4ccccc4)N3C2=O)C=C2c3cccc4[nH]cc(c34)C[C@H]21,9.3%,·,·,·,14.7%
O[C@H]1[C@H]2[C@H](O)CCCN2C[C@H]1O,-5.5%,·,·,·,0.4%
N#CC(C#N)=Cc1cc(O)c(O)c(O)c1,-1.8%,·,·,·,3.6%
CCC1C(C)=NN=C(c2ccc(OC)c(OC)c2)c2cc(OC)c(OC)cc21 (stereo not drawn),?,·,·,·,0.9%
Clc1cccc(SC2CCNCC2)n1,29.7%,·,·,·,1.5%
Cc1ccc2c(c1)[C@@H]1CN(C)CC[C@H]1N2,-5.1%,·,·,·,-4.7%
CN1c2ccccc2C(NCCCCCCC(=O)O)c2ccc(Cl)cc2S1(=O)=O (stereo not drawn),-1.2%,·,·,·,2.0%
N#Cc1nn(-c2c(Cl)cc(C(F)(F)F)cc2Cl)c(N)c1S(=O)C(F)(F)F (stereo not drawn),-3.2%,·,·,·,-3.4%
CCCCCCCCCC[N+](C)(C)CCCCCCCCCC,-5.9%,·,·,·,6.0%
CC(C)[C@@]1(NC(=O)[C@H]2CC3c4cccc5[nH]cc(c45)C[C@H]3N(C)C2)O[C@@]2(O)C3CCCN3C(=O)[C@@H](Cc3ccccc3)N2C1=O (stereo partly drawn),2.2%,·,·,·,?
C[C@H](N)Cc1ccccc1,-1.4%,·,·,·,2.4%
C[C@]12O[C@H](C[C@]1(O)CO)n1c3ccccc3c3c4c(c5c6ccccc6n2c5c31)CNC4=O,-11.3%,·,·,·,?
O=C(NC(=O)c1c(F)cccc1F)Nc1ccc(Cl)c(Oc2ncc(C(F)(F)F)cc2Cl)c1,-3.9%,·,·,·,?
Cc1ccc(Cl)c(O)c1,4.5%,·,·,·,4.5%
CN1C2CCC1CC(OC(c1ccccc1)c1ccc(Cl)cc1)C2 (stereo not drawn),5.5%,·,·,·,-1.4%
CCCCCl,-5.2%,·,·,·,-1.0%
CCCCC/C=C\C/C=C\C/C=C\C/C=C\CCCC(=O)NCC(=O)O,-0.6%[4.24 µM],·,·,·,14.7%[4.21 µM]
CC1(C)[C@@H](C=C(Cl)Cl)[C@@H]1C(=O)OCc1c(F)c(F)cc(F)c1F,2.6%,·,·,·,-0.4%
CCC(C(=O)O)C1CCC(C)C(C(C)C(O)C(C)C(=O)C(CC)C2OC3(C=CC(O)[C@@]4(CC[C@](C)(C5CC[C@@](O)(CC)C(C)O5)O4)O3)C(C)CC2C)O1 (stereo partly drawn),-5.5%,·,·,·,?
O=C(O)c1ccc2[nH]cc(CCCCN3CC=C(c4ccccc4)CC3)c2c1,-3.0%,·,·,·,-3.5%
Clc1ccccc1Cl,13.8%,·,·,·,-8.5%
O=C1NCN(c2ccccc2)C12CCN(CC1COc3ccccc3O1)CC2 (stereo not drawn),1.3%,·,·,·,1.9%
NC(=O)CS(=O)C(c1ccccc1)c1ccccc1 (stereo not drawn),0.8%,·,·,·,-5.2%
O=C(CS(=O)C(c1ccccc1)c1ccccc1)NO (stereo not drawn),16.1%,·,·,·,2.1%
Oc1cccc[c]1[Hg][Cl],-13.8%,·,·,·,?
CC(C)(C)c1cc(O)ccc1O,0.8%&-4.0%,·,·,·,?
Clc1ccc(Cl)cc1,-6.7%,·,·,·,1.5%

# Laid out differently: three of the compounds above.
smiles | GLP-1R agonist | GLP1R cytotox | GLP1R inv ag | TDP43 rescue | SW480 rerep
O=C(O)c1ccc2[nH]cc(CCCCN3CC=C(c4ccccc4)CC3)c2c1 | -3.0% | · | · | · | -3.5%
CCCCC/C=C\C/C=C\C/C=C\C/C=C\CCCC(=O)NCC(=O)O | -0.6%[4.24 µM] | · | · | · | 14.7%[4.21 µM]
CC1(C)[C@@H](C=C(Cl)Cl)[C@@H]1C(=O)OCc1c(F)c(F)cc(F)c1F | 2.6% | · | · | · | -0.4%

# Next records follow.
SMILES,GLP-1R agonist,GLP1R cytotox,GLP1R inv ag,TDP43 rescue,SW480 rerep
Cc1c(Cl)c(=O)oc2cc(OP(=O)(OCCCl)OCCCl)ccc12,2.6%,·,·,·,-8.9%
CC(C)C[C@H]1C(=O)N2CCCC2[C@]2(O)O[C@](NC(=O)[C@@H]3C=C4c5cccc6[nH]c(Br)c(c56)C[C@H]4N(C)C3)(C(C)C)C(=O)N12 (stereo partly drawn),-2.1%,·,·,·,9.5%
C[C@H](N)[C@@H](O)c1ccccc1,20.9%[19.8 µM],·,·,·,-6.2%[20.6 µM]
CCCCCCCCCC(=O)O[C@H]1CC[C@H]2[C@@H]3CCC4=CC(=O)CC[C@@H]4[C@H]3CC[C@]12C,-4.5%,·,·,·,-3.8%
CC(C)(C)c1ccc(O)cc1,5.2%,·,·,·,-0.2%
O=c1ccc2cc(O[C@H]3O[C@@H](CO)[C@@H](O)[C@@H](O)[C@@H]3O)c(O)cc2o1,-5.6%[19.8 µM],·,·,·,1.6%[20.6 µM]
CC[C@]1(c2cccc(O)c2)CCCCN(C)C1,9.9%[19.8 µM],·,·,·,-2.4%[20.6 µM]
C[C@@H]1CC[C@H]2[C@@H](C)C(=O)O[C@@H]3OC4(C)CC[C@@H]1C32OO4 (stereo partly drawn),17.3%,·,·,·,?
C#CCOC(C(=O)OCCN(C)C)(c1ccccc1)c1ccccc1,5.1%,·,·,·,5.1%
O=[As]O[As]=O (stereo not drawn),15.6%,·,·,·,3.9%
CN[C@@H]1C[C@@H](c2ccc(Cl)c(Cl)c2)c2ccccc21,-5.6%,·,·,·,?
CN(C)[C@H]1C(=O)C(C(N)=O)=C(O)[C@]2(O)C(=O)C3=C(O)c4c(O)cccc4[C@@](C)(O)[C@H]3C[C@@H]12,-2.0%[19.8 µM],·,·,·,-1.0%[20.6 µM]
F/C(COc1ccc2c(c1)[nH]c1ccccc12)=C1/CN2CCC1CC2,-0.4%,·,·,·,9.7%
c1cc2c(c(NC3=NCCN3)c1)CCCC2,-5.2%,·,·,·,-4.8%
CNC(C)C(O)c1ccc(O)cc1 (stereo not drawn),24.8%,·,·,·,0.4%
Nc1ccc(N)cc1,7.6%,·,·,·,11.9%
O=C(NC(O)C(Cl)(Cl)Cl)NC(O)C(Cl)(Cl)Cl (stereo not drawn),12.3%,·,·,·,9.4%
Clc1ccc2c(c1)C(c1ccccc1)=NCc1nncn1-2,19.3%,·,·,·,-3.7%
FC(F)(F)c1cccc(C2=CCN(CCc3ccc4ccccc4c3)CC2)c1,-2.5%,·,·,·,-6.5%
Cc1ccccc1CN1C(=O)C(C)N=C(c2ccccc2)c2ccccc21 (stereo not drawn),·,-6.3%,?,14.1µM*,·
O=C(COc1ccc(Cl)cc1)Nc1ccc(Cl)cc1C(=O)c1ccccc1,·,-8.1%,8.5%,15.6%,·
Cc1ccc(C(C)C)c(OCC(=O)Nc2cc(-c3nc4ccccc4[nH]3)ccc2C)c1,·,?,?,?,·
O=C(COc1cc(Cl)ccc1Cl)Nc1ccc(Cl)cc1C(=O)c1ccccc1,·,7.1%,0.9%,1.2%,·

# Some of the entries so far, tab-delimited.
compound	GLP-1R agonist	GLP1R cytotox	GLP1R inv ag	TDP43 rescue	SW480 rerep
C[C@]12O[C@H](C[C@]1(O)CO)n1c3ccccc3c3c4c(c5c6ccccc6n2c5c31)CNC4=O	-11.3%	·	·	·	?
CC(Cc1ccc2c(c1)OCO2)NO (stereo not drawn)	0.7%[110 µM]	·	·	·	·
Cc1c(Cl)c(=O)oc2cc(OP(=O)(OCCCl)OCCCl)ccc12	2.6%	·	·	·	-8.9%
CCCCCCCCCC[N+](C)(C)CCCCCCCCCC	-5.9%	·	·	·	6.0%
N#CN	5.7%	·	·	·	-6.8%
Clc1ccc2c(c1)C(c1ccccc1)=NCc1nncn1-2	19.3%	·	·	·	-3.7%

# From PubChem
